Assay outcomes as filed in PubChem.
Bim-Mcl-1 = human Bim-Mcl-1 interaction inhibition | Bead-based flow cytometry, Bim peptide-Mcl-1 binding | AID 1009 | hit rate 0.1% among 190,000 | inhibition, % at 10 µM | Q07820; in the data active = inhibition above about 40%;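 also: 0% = no compound tracer wells and 100% = peptide blocker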
Target sequence (Q07820 whole entry, looked up): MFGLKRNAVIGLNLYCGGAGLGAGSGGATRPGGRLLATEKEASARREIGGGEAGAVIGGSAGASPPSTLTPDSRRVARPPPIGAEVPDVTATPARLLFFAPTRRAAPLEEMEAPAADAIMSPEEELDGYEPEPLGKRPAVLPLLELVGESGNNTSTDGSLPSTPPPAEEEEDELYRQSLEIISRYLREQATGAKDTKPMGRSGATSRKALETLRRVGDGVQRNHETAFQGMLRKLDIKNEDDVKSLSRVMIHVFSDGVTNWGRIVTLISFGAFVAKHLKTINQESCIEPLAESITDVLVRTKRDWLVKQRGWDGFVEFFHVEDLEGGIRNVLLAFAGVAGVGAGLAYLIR
Mcl1-Noxa inh = Mcl-1/Noxa interaction inhibition; Q07820; AID 1022; hit rate 1.5% among 220,000; TR-FRET Mcl-1/Noxa peptide binding, 2 h; inhibition, % at 21.7 µM;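 active = compounds that cut the protein-peptide binding signal by more than 50% relative to plate controls in a single-dose test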;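 also: His-tagged Mcl-1 with rhodamine Noxa BH3 peptide and terbium anti-His antibody; 0% = Mcl-1 plus Noxa peptide wells and 100% = peptide-only wells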
RGS4-Gao reg = modulates binding of RGS4 to human Galphao | Multiplexed bead flow cytometry; actives lie on both sides | binding response (% of control), % at 10 µM | hit rate 0.33% among 220,000 | AID 1415; in the data active = binding response below about 49% or above about 150%; inactive = in between;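 also: fluorescent Galphao activated with aluminum fluoride binding bead-coupled RGS4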
ABCB1 inh = human ABCB1 inhibition, ABCG2 as counter-screen; inhibition, % at 6.6 µM; CCRF-Adr cells, JC-1 efflux, flow cytometry; hit rate 0.067% among 190,000; in the data active = inhibition above about 40%;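 also: 0% = vehicle and 100% = reference inhibitor; higher value means more JC-1 retained so stronger ABCB1 efflux block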
Pf gametocyte = P. falciparum stage V gametocyte viability inhibition | AID 743093 | P. falciparum stage V gametocytes, ATP luminescence, 24 h | inhibition, % at 10.9 µM | hit rate 0.065% among 150,000;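 active = inhibition above the mean plus 3 SD of compounds within the control limits, set per campaign, cut at about 38% in these data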;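 also: 0% = DMSO wells and 100% = medium only without gametocytes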
ABCG2 inh = human ABCG2 inhibition, ABCB1 as counter-screen. IgMXP3 cells, JC-1 efflux, flow cytometry. inhibition, % at 6.6 µM. hit rate 0.1% among 190,000;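 active = inhibition above 80%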;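 also: 0% = DMSO and 100% = nicardipine control wells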
Target sequence (Q9UNQ0 whole entry, looked up): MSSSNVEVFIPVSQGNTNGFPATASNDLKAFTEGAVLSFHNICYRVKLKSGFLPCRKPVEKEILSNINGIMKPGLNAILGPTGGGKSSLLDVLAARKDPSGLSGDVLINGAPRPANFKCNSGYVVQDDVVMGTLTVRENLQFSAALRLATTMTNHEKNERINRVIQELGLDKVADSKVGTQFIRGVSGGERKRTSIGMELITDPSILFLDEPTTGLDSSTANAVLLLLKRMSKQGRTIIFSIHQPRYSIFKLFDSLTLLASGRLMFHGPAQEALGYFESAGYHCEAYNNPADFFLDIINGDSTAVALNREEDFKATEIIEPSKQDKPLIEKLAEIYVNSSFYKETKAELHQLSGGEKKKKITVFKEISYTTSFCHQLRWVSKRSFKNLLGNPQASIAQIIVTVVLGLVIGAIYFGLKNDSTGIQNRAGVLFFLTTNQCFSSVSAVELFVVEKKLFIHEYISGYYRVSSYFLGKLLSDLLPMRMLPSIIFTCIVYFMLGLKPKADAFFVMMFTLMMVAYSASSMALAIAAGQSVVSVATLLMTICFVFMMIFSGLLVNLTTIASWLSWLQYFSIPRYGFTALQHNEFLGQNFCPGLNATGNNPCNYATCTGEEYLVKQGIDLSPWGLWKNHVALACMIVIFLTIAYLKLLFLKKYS
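material = IgMXP3 (ABCG2) plus far-red-tagged CCRF-Adr (ABCB1) cells | amount = 3 million cells/mL, equal mix of both lines | also added = JC-1 transporter substrate | dosing = one concentration, 6.6 µM final | schedule = 10 min at 25 °C | measured by = flow cytometric JC-1 green MFI at 530 nm | read-out basis = percent efflux inhibition, scaled nicardipine 100% to DMSO 0%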
Mcl1 Bid PPI = disrupts binding of human Mcl-1 to Bid peptide | inhibition, % at 21.7 µM | TR-FRET Mcl-1/Bid-Dy647 peptide binding, 1536-well | hit rate 0.97% among 220,000;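 active = compounds that cut the binding signal by more than half at the single screening dose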;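 also: His-tagged Mcl-1 with europium anti-His antibody binding Bid BH3 peptide; 0% = Mcl-1 plus peptide wells and 100% = peptide-only wells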
Avidin fluor = avidin bead compound fluorescence profile; fluorescence (KMESF) at 10 µM; AID 1775; hit rate 0.38% among 220,000; Avidin beads, compound fluorescence 488/530 nm, flow cytometry; hits give high values; in the data active = fluorescence above about 47; also: inactives centre near 10
RGS7-Gao reg = regulators of human RGS7-Galphao interaction; Multiplexed bead flow cytometry, RGS7-Galphao binding; actives lie on both sides; binding response (% of control), % at 10 µM; hit rate 0.35% among 220,000; in the data active = binding response below about 49% or above about 150%; inconclusive = no clear call, values can overlap the other calls; inactive = in between;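 also: fluorescent Galphao held in activated GDP-AlF4 state binding bead-coupled RGS7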
RGS8-Gao reg = modulates binding of RGS8 to human Galphao; multiplexed bead flow cytometry; actives lie on both sides; response (percent of control binding), % at 10 µM; hit rate 0.34% among 220,000; AID 1423; in the data active = response below about 60% or above about 140%; inactive = in between;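 also: Galphao activated as the GDP aluminium fluoride complex binding bead-coupled RGS8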
GSH fluor = GSH bead compound fluorescence profile | GSH beads flow cytometry, compound fluorescence 488/530 nm; hits give high values | fluorescence (KMESF) at 10 µM | hit rate 0.25% among 190,000; in the data active = fluorescence above about 89;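 also: glutathione beads carrying GST-tagged Bcl family fusion proteins plus one bare bead set; values are compound well signal with DMSO vehicle wells as background; inactives centre near 16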
* hit, by the source's call; u = inconclusive; x = no result given.

SMILES	Bim-Mcl-1	Mcl1-Noxa inh	RGS4-Gao reg	ABCB1 inh	Pf gametocyte	ABCG2 inh	Mcl1 Bid PPI	Avidin fluor	RGS7-Gao reg	RGS8-Gao reg	GSH fluor
C#CCOCCOCCOCCNc1nc(N2CCN(C(=O)C([C@@H](C)CC)n3cc(C(N)CC(C)C)nn3)CC2)nc(N2CCN(C(=O)[C@H](CCC(=O)O)n3cc(C(N)CC(C)C)nn3)CC2)n1 (stereo not given in full)	0.0	-11.9	97.7	-0.5	x	-1.1	3.2	5	97.7	99.8	17
Cc1ccc(S(=O)(=O)NNC2CC(=O)N(c3ccc(Br)cc3)C2=O)cc1 (stereo not given)	3.0	-2.0	97.3	2.1	8.5	22.3	-6.1	11	99.8	102.1	26
Cc1ccc(N2C(=O)Nc3cc(Cl)c(Cl)cc3N2O)cc1Cl	0.0	18.5	104.6	0.0	-17.3	0.8	6.3	24	105.8	108.0	24
O=C(CCCCCn1c(=S)[nH]c2ccccc2c1=O)N1CCOCC1	-4.0	2.2	102.7	0.1	-13.6	1.1	-81.5	3	102.5	86.9	15
Cc1c(Cl)cccc1NC(=S)NCCCN(C)C	-3.0	4.2	98.8	0.1	-22.1	-1.3	-63.8	12	102.7	99.8	10
CC(=O)c1cc(-c2ccccc2)n(CC(=O)N2CCC(C)CC2)c1C	-1.0	-1.7	102.4	0.4	x	1.1	-31.9	6	99.8	99.7	21
Cc1nc2ccc(S(=O)(=O)NCC(=O)N3CCN(c4ccccn4)CC3)cc2s1	-3.0	-0.9	100.0	-0.2	x	2.2	-2.1	8	100.0	101.8	14
Cn1c(NCc2ccccc2)nc2c1c(=O)n(Cc1ccc(Br)cc1)c(=O)n2C	1.0	-4.7	95.5	0.6	x	4.5	-83.6	10	95.5	99.6	7
CC(=O)c1cc(CN2CCN(Cc3ccc(C)cc3)C(CCO)C2)cs1 (stereo not given)	-2.0	5.2	93.3	1.3	-13.7	2.4	-12.2	2	88.7	98.4	10
C[N+]1(C2CCC3CCC2C3O)CCCC1 (stereo not given)	0.0	-4.1	101.0	0.6	11.2	8.5	2.5	6	101.0	103.8	9
Nc1nc(CSc2nnnn2-c2ccccc2)nc(N2CCCc3ccccc32)n1	-5.0	-5.5	97.7	0.5	-7.1	3.2	1.8	25	99.5	98.7	14
O=C(CCC(=O)c1cccs1)Nc1ccccc1F	1.0	2.4	107.9	0.1	16.0	0.9	-7.6	7	106.7	106.3	5
CCOC(CNC(=O)c1ccc2c(c1)ncn2-c1cccc(F)c1)OCC	-2.0	20.5	105.1	0.2	-29.9	13.3	-6.9	19	102.0	103.3	11
Cc1cc(C)nc(-n2nc(C)cc2NC(=O)CNC(C)c2ccccc2)n1 (stereo not given)	-3.0	20.1	101.7	4.1	2.0	6.6	-1.8	14	101.9	101.3	37
Cc1ccc(-n2nc3ccc(N)cc3n2)cc1	1.0	21.2	99.0	0.0	-30.0	0.7	-44.4	32	99.7	100.1	15
Cc1ccc(C2(O)C(=O)c3ccccc3C2=O)c(O)c1C	x	-7.0	98.7	x	-1.1	x	-3.4	3	u	97.5	x
OCCCCc1nccc2c1[nH]c1ccccc12	x	2.8	103.7	x	x	x	-25.5	7	u	102.3	x
COc1cccc(C(=O)Nc2ccc(Cl)c(C(F)(F)F)c2)c1	-3.0	12.9	98.1	0.4	x	6.0	10.8	37	93.5	97.4	15
CC1(c2ccc3ccccc3c2)NC(=O)N(CC(=O)NCc2cccs2)C1=O (stereo not given)	0.0	6.3	98.6	0.1	-10.4	-1.9	-16.8	12	104.1	100.5	10
Oc1ccc(NCc2ccccc2OCc2ccccc2F)cc1	-2.0	-12.4	101.8	0.8	2.6	31.1	-37.6	15	101.9	97.6	21

Overlap with the part before: 3 entries, then new ones.
SMILES	Bim-Mcl-1	Mcl1-Noxa inh	RGS4-Gao reg	ABCB1 inh	Pf gametocyte	ABCG2 inh	Mcl1 Bid PPI	Avidin fluor	RGS7-Gao reg	RGS8-Gao reg	GSH fluor
COc1cccc(C(=O)Nc2ccc(Cl)c(C(F)(F)F)c2)c1	-3.0	12.9	98.1	0.4	x	6.0	10.8	37	93.5	97.4	15
CC1(c2ccc3ccccc3c2)NC(=O)N(CC(=O)NCc2cccs2)C1=O (stereo not given)	0.0	6.3	98.6	0.1	-10.4	-1.9	-16.8	12	104.1	100.5	10
Oc1ccc(NCc2ccccc2OCc2ccccc2F)cc1	-2.0	-12.4	101.8	0.8	2.6	31.1	-37.6	15	101.9	97.6	21
O=C(N/N=C/c1c(Cl)cccc1Cl)c1ccccc1F	-4.0	18.0	99.0	-0.1	8.8	0.5	2.4	4	99.3	97.6	11
O=C(CCC(=O)N1CCN(c2ccccn2)CC1)Nc1nnc(C(F)(F)F)s1	x	-4.2	103.6	x	28.7	x	-20.0	4	u	102.0	x
C/C(=N\Nc1ccc(Cl)c(C(=O)O)c1)c1cc2ccccc2o1	0.0	14.3	103.1	0.0	2.7	-0.5	-45.6	8	u	102.2	15
COc1ccccc1C(=O)Nc1nnc(-c2ccco2)s1	0.0	5.6	97.6	0.2	4.6	0.1	-41.9	9	101.2	102.9	6
O=C(CSc1nccc(=O)[nH]1)Nc1cccc(S(=O)(=O)N2CCOCC2)c1	0.0	9.8	98.4	-1.6	11.3	-3.9	-16.4	8	96.8	101.6	13
Cc1cccc(C)c1OCC(=O)OC/C(O)=C(\C#N)c1nc2ccccc2[nH]1	-2.0	13.8	95.8	0.3	-4.3	0.9	-48.0	22	94.4	97.9	15
Cc1cc(N2CCCc3ccccc32)n2ncnc2n1	-2.0	-3.3	99.6	-0.1	x	0.0	2.6	6	103.6	101.7	22
CN1CCN(c2ccc(S(=O)(=O)N3CCOCC3)cc2NC(=O)CCc2ccccc2)CC1	x	5.6	99.2	x	-2.9	x	-27.0	12	u	101.5	x
O=c1ccc(Cl)cn1Cc1ccccc1F	21.0	6.4	110.4	1.9	x	7.9	-12.8	6	107.4	116.5	13
Cn1c(=O)[nH]c(=O)c2c1nc(N1CCCCCC1)n2CCN1CCCCCC1	-6.0	15.9	100.5	0.9	6.3	24.3	-18.2	40	101.7	100.9	19
Cn1c(N2CCN(S(=O)(=O)c3ccc(F)cc3)CC2)nc2ccccc21	-1.0	-2.2	100.8	-0.1	x	0.5	-7.7	11	101.0	100.7	49
Cc1nc(SCC(=O)Nc2cccc(Cl)c2)n[nH]1	-1.0	-3.9	100.7	0.9	x	4.0	-3.4	9	104.7	97.7	70
CCOc1ccc(CCNC(=O)C2CC(=O)N(C3CCCC3)C2)cc1OCC (stereo not given)	-4.0	-12.7	98.7	0.6	x	5.0	-3.3	7	101.4	100.3	16
CCOC(=O)N1CCC(N(C(=O)Nc2ccccc2)C(C)CC)CC1 (stereo not given)	-2.0	-6.7	100.3	0.7	x	1.6	-28.5	34	97.2	97.5	12
CCn1nc(C(=O)Nc2ccc(S(=O)(=O)Nc3nccs3)cc2)c2ccccc2c1=O	5.0	63.7*	99.3	0.1	x	3.0	-28.6	8	99.8	96.1	11
O=C(NN1C(=O)c2ccccc2NC1c1cccnc1)c1ccc([N+](=O)[O-])cc1 (stereo not given)	5.0	13.7	104.1	1.0	x	3.0	-25.6	9	102.0	102.0	19
N=C1SC(c2ccccc2)C(=O)N1c1ncc(Cc2ccccc2)s1 (stereo not given)	-6.0	2.2	93.0	-1.0	-15.2	-6.5	-9.4	9	90.3	89.4	7
O=C(NCc1cccs1)C1CCCN1C(=O)Nc1cccc(Cl)c1 (stereo not given)	-2.0	4.5	100.3	-0.6	x	-1.7	-2.0	9	99.5	100.1	20
COc1cc(OC)cc(C(=O)NCC(=O)OCC(=O)c2cc(C)n(Cc3ccco3)c2C)c1	-2.0	29.6	82.5	1.3	-3.8	3.1	-12.4	5	88.5	76.4	23
CCCOc1ccc(CC(CC(=O)O)(C(=O)O)C(=O)O)cc1	0.0	19.1	92.1	0.4	x	1.2	0.9	13	94.0	99.8	14
COC(=O)c1cc(-c2ccc(Cl)cc2Cl)n[nH]1	2.0	16.9	101.4	1.1	7.9	19.0	19.9	10	100.7	101.5	17
CC(NC(=O)CN1CCCC1)C12CC3CC(CC(C3)C1)C2 (stereo not given)	-2.0	20.5	92.5	0.1	6.3	0.7	5.3	28	92.0	94.8	16
COc1cc2c(cc1NC(=O)CCCN1C(=O)CCC1=O)oc1ccccc12	-4.0	-0.1	118.0	0.9	14.2	4.9	-4.0	4	111.9	110.4	31
CC(=O)c1cccc(Nc2nc(-c3cccc([N+](=O)[O-])c3)cs2)c1	-1.0	36.1	101.2	0.3	x	2.4	5.7	32	99.2	100.4	16
COC(=O)C1(c2ccccc2)NC(c2cccs2)C2C(=O)N(C)C(=O)C21 (stereo not given)	0.0	12.1	102.2	0.6	-22.7	0.5	-7.2	8	100.6	100.3	43
CCOc1ccc(NC(=O)CSc2nnc(CCNC(=O)c3ccc(OC)cc3)n2C)cc1	2.0	0.1	104.4	0.0	x	0.1	-10.8	7	104.7	100.8	16
O/N=C/c1ccccc1OCc1ccccc1Cl	-4.0	-4.8	103.5	0.0	4.3	0.5	4.6	39	101.1	101.2	12
CCCCCC(=O)NC(=S)Nc1ccc(Cl)cn1	7.0	5.4	106.4	-0.4	9.7	4.4	-22.4	10	105.6	103.8	8
CNC(=O)c1cc2c(=O)n3cccc(C)c3nc2n(C(C)C)c1=N	0.0	20.5	96.8	-0.5	3.7	1.3	-2.0	8	93.4	94.7	28
Cc1ccc(NS(=O)(=O)c2cccs2)cc1S(=O)(=O)N1CCCCCC1	0.0	15.7	101.1	1.4	10.3	0.7	-4.2	21	97.4	100.6	13
COc1ccc(NS(=O)(=O)CC23CCC(CC2=O)C3(C)C)cc1 (stereo not given)	-2.0	-21.6	106.0	1.2	x	2.3	-7.3	10	112.1	104.6	8
Cc1ccc(NC(=O)C2CCCN(C(=O)c3ccc(Cl)cc3)C2)cc1 (stereo not given)	2.0	-8.4	103.4	1.3	-14.5	8.7	-8.7	27	103.5	105.0	10
COc1ccc(Nc2nnc(Cc3ccc(Cl)cc3)c(=O)[nH]2)c(OC)c1	0.0	4.7	100.7	0.6	x	2.5	-28.2	8	96.1	100.3	12
O=C(NCCCN1CCCCCC1)c1ccc(CS(=O)(=O)Cc2ccccc2F)o1	-3.0	13.2	87.5	0.4	x	13.5	14.1	33	98.0	94.3	22
CC(=O)c1c(C)nn(CCC(=O)O)c1C	1.0	-5.2	115.6	0.0	23.2	0.3	-27.0	15	102.1	104.2	7
CN(C)S(=O)(=O)n1cnc(-c2ccccc2)c1-c1ccccc1	0.0	-12.3	99.1	-0.2	x	-1.8	-5.0	10	98.0	101.5	14
